# IDH1 R132H inh: human IDH1 R132H inhibition. IDH1-R132H enzyme, NADPH consumption, diaphorase/resazurin fluorescence. hit rate 0.093% among 390,000. AID 602179. O75874. Potency, µM (series often up to 76.6 µM), for the others: at the highest dose activity change, negative = inhibition, usual class: inhibitors; also: potency is read from the fitted curve at half-maximal effect; % is scaled to controls: 0 for no effect and ±100 for the full control effect; nearly all actives have a fitted effect of over 65% in size
#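 IDH1-R132H (0.5 ug/mL) preincubated 30 min with compound, then NADPH (0.016 mM) and alpha-KG (2 mM) added; 80 min at RT, pH 7.5. Remaining NADPH coupled via diaphorase/resazurin to fluorescence (540/590 nm); concentration-response curves normalized to no-enzyme control.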
# TRHR PAM: allosterically enhances the human TRH receptor; TRHR cells, fluo-8 calcium fluorescence, EC20 TRH enhancement; AID 493056; P34981; hit rate 0.66% among 360,000; enhancement, % at 2 µM; in the data active = enhancement above about 30%; also: 0% is about no effect
# Target sequence (P34981 whole entry, looked up): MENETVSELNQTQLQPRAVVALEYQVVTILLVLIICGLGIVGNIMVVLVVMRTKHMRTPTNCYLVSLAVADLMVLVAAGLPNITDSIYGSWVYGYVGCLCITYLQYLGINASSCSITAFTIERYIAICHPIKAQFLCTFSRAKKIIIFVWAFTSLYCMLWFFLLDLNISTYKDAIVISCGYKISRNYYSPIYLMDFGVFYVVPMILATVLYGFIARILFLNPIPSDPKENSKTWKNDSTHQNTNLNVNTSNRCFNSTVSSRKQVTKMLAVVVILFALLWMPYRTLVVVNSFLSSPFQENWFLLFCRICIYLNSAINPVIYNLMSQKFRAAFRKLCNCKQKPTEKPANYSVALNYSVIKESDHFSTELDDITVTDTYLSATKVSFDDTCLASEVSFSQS
#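 Enhancer read-out: after compound pinning and an initial kinetic agonist-mode read, an EC20 of TRH (10 nM final) was injected and fluo-8 calcium signal (Ex 480/Em 530) followed at 1 s/cycle for 100 cycles in TRHR-expressing cells.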
# TrxR1 inh: inhibitors of rat thioredoxin reductase 1. hit rate 1% among 390,000. AID 588453. recombinant rTrxR1, NADPH fluorescence consumption, selenite substrate. O89049. Potency, µM (doses to about 114 µM), for inactives: top-dose activity change, negative = inhibition, most hits filed as inhibitors; also: potency is read from the fitted curve at half-maximal effect; % is scaled to controls: 0 for no effect and ±100 for the full control effect; nearly all actives have a fitted effect of over 65% in size
#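 Rat TrxR1 (90 nM in the dispensed reagent) was pre-reduced with 400 uM NADPH for 5 min at room temperature, then incubated with compound for 15 min. After 400 uM selenite was added, NADPH fluorescence (Ex 340/Em 450 nm) was followed for 8 min.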
# TRHR agonist: TRH receptor (human) agonism. TRHR cells, calcium flux fluo-8, FDSS agonist mode. activation, % at 2 µM. hit rate 0.18% among 360,000. AID 493084; in the data active = activation above about 30%; also: 0% is about no effect
#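 Agonist-mode FDSS calcium read (Ex 480/Em 530, 1 s cycles) in 1536-well TRHR cells with fluo-8 dye, after 10-cycle baseline and 23 nL compound addition; TRH at EC20 (10 nM final) added afterwards for the enhancer phase.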
# USP1-UAF1 inh: USP1/UAF1 (human) deubiquitinase inhibition; AID 743255; recombinant USP1/UAF1, Ub-Rhodamine cleavage fluorescence; hit rate 0.23% among 390,000; Potency, µM (titrated, usually from 57.1 µM), inactives show at the highest dose activity change, negative = inhibition, usual class: inhibitors; also: potency is read from the fitted curve at half-maximal effect; % is scaled to controls: 0 for no effect and ±100 for the full control effect; nearly all actives have a fitted effect of over 60% in size; inactives centre near -12
#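 Step one: compound is pinned into 1nM USP1/UAF1 in HEPES pH 7.8 buffer with TCEP. Step two: 15 min room-temperature incubation. Step three: Ub-Rho (150nM final) starts cleavage, tracked by fluorescence over six one-minute reads.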
# D2 antagonist: antagonizes the human D2 dopamine receptor | inhibition, % at 10 µM | AID 485344 | hit rate 2% among 340,000 | HEK293 TREx D2 cells, calcium flux, dopamine EC80; in the data active = inhibition above about 30%; also: 0% is about no effect
# Target sequence (P14416 whole entry, looked up): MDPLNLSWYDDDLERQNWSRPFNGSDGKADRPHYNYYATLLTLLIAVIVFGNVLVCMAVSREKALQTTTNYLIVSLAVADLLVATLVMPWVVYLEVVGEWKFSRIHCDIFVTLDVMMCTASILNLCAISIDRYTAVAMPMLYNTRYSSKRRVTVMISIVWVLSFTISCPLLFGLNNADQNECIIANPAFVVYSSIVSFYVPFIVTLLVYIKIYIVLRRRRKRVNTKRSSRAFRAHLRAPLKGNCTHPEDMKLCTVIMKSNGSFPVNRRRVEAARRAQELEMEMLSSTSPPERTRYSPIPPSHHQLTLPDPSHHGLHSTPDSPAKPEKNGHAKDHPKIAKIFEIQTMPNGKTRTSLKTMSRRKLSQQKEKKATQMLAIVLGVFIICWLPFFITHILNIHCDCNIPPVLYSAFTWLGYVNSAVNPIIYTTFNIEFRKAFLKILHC
#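 Tetracycline-induced HEK293 T-REx cells expressing D2 force-coupled to calcium signalling were dye-loaded, exposed to compound for 180 s, then challenged with an EC80 of dopamine; calcium flux was followed kinetically for a further 180 s.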
# TrxR1 substrate: rat thioredoxin reductase 1 substrate activity | O89049 | AID 588456 | Potency, µM (series often up to 114 µM), for the others: at the top dose activity change, negative = substrate turnover | purified TrxR1 substrate turnover, NADPH consumption readout | hit rate 0.01% among 390,000; also: potency is read from the fitted curve at half-maximal effect; % is scaled to controls: 0 for no effect and ±100 for the full control effect; nearly all actives have a fitted effect of over 50% in size
#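 Rat TrxR1, dispensed at 90 nM, was prereduced with 400 uM NADPH (final) for 5 min at ~22 deg C, then incubated with compound 15 min before 400 uM selenite. A first-read NADPH fluorescence drop versus no-compound background flagged substrates.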
# Pin1 inh: human Pin1 inhibition. hit rate 0.009% among 390,000. Pin1 FP peptide displacement, HiFluor488, 10 min. AID 504891. Q13526. Potency, µM (top dose mostly 115 µM), without a hit: at the top dose activity, negative = inhibition, hits mostly inhibitors; active = well fitted inhibition curve with a large enough effect in the polarisation, with a control signal flat, not every such curve was filed as active; inconclusive = small, poorly fitted or top-dose-only effect, or effect the other way, or a change in a side signal; inactive = no such curve, though single readings can be large or run the other way; the % refers to the polarisation; also: potency is read from the fitted curve at half-maximal effect; % is scaled to controls: 0 for no effect and ±100 for the full control effect
# Target sequence (Q13526 whole entry, looked up): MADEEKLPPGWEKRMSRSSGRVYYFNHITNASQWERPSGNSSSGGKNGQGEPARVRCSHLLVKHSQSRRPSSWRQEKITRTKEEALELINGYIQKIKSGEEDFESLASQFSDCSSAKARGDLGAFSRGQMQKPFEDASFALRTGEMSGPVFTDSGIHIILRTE
# D2 agonist: agonists of human D2 dopamine receptor | P14416 | HEK293 T-REx D2 cells, calcium flux agonist mode | activation, % at 2 µM | hit rate 0.53% among 340,000;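 active = activation over 3 SD above normal in the single-dose calcium agonist read, cut at about 30% in these data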; also: 0% is about no effect
#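 Tetracycline-induced HEK293 Trex cells with D2 receptor force-coupled to calcium signaling, plated overnight at 30 C and loaded with no-wash calcium dye. Calcium flux read kinetically for 180 s after compound addition; responses flag agonists.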
# Starred values were filed as active, the others as inactive; u = inconclusive; x = no result given; & = joins results of further samples; [ ] = another dose, or the depositor's remark. Unless noted, calls follow the shape of the dose curve; as a rule, active = well fitted inhibition curve with a large enough effect; inconclusive = small, poorly fitted or top-dose-only effect; inactive = no such curve, though single readings can be large or run the other way. A portion of the library; rates above refer to the full screens.
1. Cc1ccc(NS(=O)(=O)c2cc3c4c(c2)CC(=O)N4CCC3)cc1C
2. COc1ccc2cc3c(N)nn(C(=O)Cc4c[nH]c5ccccc45)c3nc2c1
3. CCCn1c(=O)c2ccccc2n2c(SCCOc3ccccc3F)nnc12
4. Cc1cn(C)c(CC(=O)Nc2cccc(C#N)c2)c1C(=O)O
5. CCC(C)NC(=O)[C@@H]1CCCN1C(=O)C1CCN(S(=O)(=O)c2ccc(C)cc2)CC1 (stereo partly specified)
6. O=C(NC1CCCN(Cc2ccccc2F)C1)C1CCC1 (stereo unspecified)
assay / compound	1	2	3	4	5	6
IDH1 R132H inh	-17%	-1%	4%	-11%	0%	1%
TRHR PAM	6	4	2	32*	3	-3
TrxR1 inh	8%	-6%	15%	14%[57.1 µM]	-2%[57.1 µM]	13%[57.1 µM]
TRHR agonist	0.6	0.2	-1.7	0.1	-0.5	0.4
USP1-UAF1 inh	-30%	-3%	-19%	u	2%	-9%
D2 antagonist	2	-13	-13	x	-1	-6
TrxR1 substrate	0%	-8%	5%	5%[57.1 µM]	4%[57.1 µM]	5%[57.1 µM]
Pin1 inh	4%	12%	1%	3%	2%	5%
D2 agonist	-0.2	-0.6	0.2	0.2	-0.7	2.2

7. O=C1CC(c2ccco2)Cc2nc(N3CCc4ccccc4C3)ncc21 (stereo unspecified)
8. CC1(C)CC(=O)C2=C(C1)NC(SCC(N)=O)=C(C#N)C21CCCCC1
9. O=[N+]([O-])c1ccc(S(=O)(=O)Nc2ccncc2)cc1
10. Cc1cc(Nc2ccccc2F)n2nc(-c3ccccc3)nc2n1
11. O=C(N/N=C\c1ccco1)c1cncc(Br)c1
12. O=C1CCN(Cc2ccccc2)C=C1c1ccc(C(F)(F)F)cc1
assay / compound	7	8	9	10	11	12
IDH1 R132H inh	6%	13%	11%	0%	x	25%
TRHR PAM	1	-4	9	0	3	x
TrxR1 inh	-13%[57.1 µM]	6%	9%[57.1 µM]	-1%	x	-10%
TRHR agonist	0.1	-0.3	0.1	-1.6	1.5	x
USP1-UAF1 inh	-15%	-3%	-2%	-21%	x	-6%
D2 antagonist	10	18	0	x	4	x
TrxR1 substrate	17%[57.1 µM]	11%[57.1 µM]	5%[57.1 µM]	2%	x	-14%
Pin1 inh	51%[activator]	11%	-3%	0%	x	u
D2 agonist	-0.4	-1.9	0.7	-0.8	-0.3	x

13. CC(C)(C)C1CCC(N2CCN(c3ccccc3)CC2)CC1 (stereo unspecified)
14. CCOC(=O)Cc1ncccc1C(=O)Nc1ccc(Oc2ccccc2)cc1
15. Cc1nnc(NC(=O)CSc2nc3[nH]ncc3c(=O)[nH]2)s1
16. CCOC(=O)c1nn(-c2ccccc2)c2nnc(Cc3ccc(Cl)cc3)c(=O)n12
17. CC(OC(=O)CCc1nc2ccccc2c(=O)[nH]1)C(=O)c1ccc(C(C)(C)C)cc1 (stereo unspecified)
18. O=C(Cc1cccc(NC(=O)C2CCCN(C(=O)C3CCC3)C2)c1)Nc1ccc(C(=O)N2CCCCC2)cc1 (stereo unspecified)
assay / compound	13	14	15	16	17	18
IDH1 R132H inh	0%	1%	1%	3%	1%	-12%
TRHR PAM	0	-3	-3	-7	15	x
TrxR1 inh	17%	23%[57.1 µM]	u	8%[57.1 µM]	1%	5%
TRHR agonist	-0.4	0.0	0.3	0.1	0.0	x
USP1-UAF1 inh	1%	-2%	-22%	-19%	-5%	-4%
D2 antagonist	86*	13	-7	-7	-30	x
TrxR1 substrate	4%[2.29 µM]	-8%[57.1 µM]	-2%	8%[57.1 µM]	-1%	5%
Pin1 inh	-10%	13%	-1%	6%	10%	8%
D2 agonist	73*	-0.3	0.1	0.6	-2.0	x

19. CCn1nnnc1SCC(=O)Nc1ccc(N(C)C)cc1
20. O=C(COC(=O)c1ccco1)Nc1ccc2[nH]c(=O)[nH]c2c1
21. O=C(COC(=O)c1ccc(S(=O)(=O)N2CCCC2)cc1)NCc1cccs1
22. On1c(-c2ccc(Cl)cc2Cl)nc2ncccc21
23. O=C1CCc2cc(S(=O)(=O)N3CCN(c4cccc(Cl)c4)CC3)ccc2N1
24. CC(=O)Nc1ccc(NS(=O)(=O)c2cccc3ccccc23)cc1
assay / compound	19	20	21	22	23	24
IDH1 R132H inh	0%	-3%	-14%	-13%	0%	2%
TRHR PAM	-3	4	-1	-2	9	-14
TrxR1 inh	u	30%	-4%[57.1 µM]	16%	20%	19%
TRHR agonist	-0.1	0.3	-0.4	0.5	0.4	-0.6
USP1-UAF1 inh	-5%	-17%	-23%	-25%	-10%	-17%
D2 antagonist	21	7	x	-29	x	6
TrxR1 substrate	u	6%	-5%[57.1 µM]	3%	10%[57.1 µM]	2%
Pin1 inh	-1%	u	-7%	-1%	-1%	0%
D2 agonist	0.1	0.2	x	0.0	x	0.7

# Record cards, from the list above. Screens in order: IDH1 R132H inh, TRHR PAM, TrxR1 inh, TRHR agonist, USP1-UAF1 inh, D2 antagonist, TrxR1 substrate, Pin1 inh, D2 agonist
# `O=C(COC(=O)c1ccc(S(=O)(=O)N2CCCC2)cc1)NCc1cccs1` across the screens: -14%, -1, -4%[57.1 µM], -0.4, -23%, x, -5%[57.1 µM], -7%, x
# `O=C(COC(=O)c1ccco1)Nc1ccc2[nH]c(=O)[nH]c2c1` across the screens: -3%, 4, 30%, 0.3, -17%, 7, 6%, u, 0.2
# `On1c(-c2ccc(Cl)cc2Cl)nc2ncccc21` across the screens: -13%, -2, 16%, 0.5, -25%, -29, 3%, -1%, 0.0

# More entries follow.
25. O=C(NCCN1CCOCC1)C(Sc1ccccc1)c1ccccc1 (stereo unspecified)
26. CC1(NC(=O)C23CC4CC(CC(C4)C2)C3)CCS(=O)(=O)C1 (stereo unspecified)
27. CC(C)CNS(=O)(=O)c1ccc(CCC(=O)N2CCOCC2)cc1
28. ClCc1c2ccccc2cc2ccccc12
29. COc1ccc(-c2cc(C(=O)Nc3cc(S(N)(=O)=O)ccc3C)c3ccccc3n2)cc1OC
30. COc1ccc(CCNC(=O)c2c(C)cc(=O)oc2C)cc1OC
assay / compound	25	26	27	28	29	30
IDH1 R132H inh	-4%	2%	2%	11%	4%	2%
TRHR PAM	10	0	-3	9	x	-4
TrxR1 inh	-3%[57.1 µM]	13%	-20%	-6%	-3%[57.1 µM]	-3%[57.1 µM]
TRHR agonist	-0.8	0.4	0.1	-0.4	x	0.3
USP1-UAF1 inh	0%	-10%	-8%	-1%	-18%	-16%
D2 antagonist	-7	9	-15	5	x	x
TrxR1 substrate	2%[57.1 µM]	9%	2%[57.1 µM]	25%	41%	2%[57.1 µM]
Pin1 inh	-3%	-5%	-3%	u	18%	7%
D2 agonist	0.0	-0.3	0.1	1.9	x	x

31. Cc1ccccc1Cn1nc(C)c(NC(=O)c2ccccc2)c1C
32. CCN1C(=O)/C(=C/c2cccs2)SC1=Nc1ccc(OC)cc1
33. N/C(=N\c1nc2ccccc2o1)NC(=O)C(Cc1ccccc1)N1C(=O)c2ccccc2C1=O (stereo unspecified)
34. CCOCCCN(C(=O)CNC(=O)c1ccco1)C(C(=O)NC1CCCC1)c1ccccc1C (stereo unspecified)
35. CC1(C)CC(=O)C2=C(C1)N(c1ccccc1)C(N)=C(C#N)C2c1ccsc1 (stereo unspecified)
36. CCCCNC(=O)CN1CCC2(O)CCCCC2C1c1ccccc1OC (stereo unspecified)
assay / compound	31	32	33	34	35	36
IDH1 R132H inh	5%	0%	8%	-5%	-3%	2%
TRHR PAM	3	-4	3	-8	5	-1
TrxR1 inh	5%[57.1 µM]	0%	-6%	4%	u	-4%
TRHR agonist	-1.6	-0.2	0.9	0.0	-0.5	0.1
USP1-UAF1 inh	-16%	-23%	-14%	-2%	-6%	-4%
D2 antagonist	-28	-8	-7	12	1	4
TrxR1 substrate	8%[57.1 µM]	2%	-8%	2%	-7%	4%
Pin1 inh	1%	0%	1%	0%	2%	-7%
D2 agonist	0.4	0.0	-1.1	0.4	-1.0	0.0

37. O=c1c2cc(Cl)ccc2[nH]c(=S)n1Cc1ccccn1
38. CC1(C)Cc2c(c(N3CCOCC3)nc3snc(Br)c23)CO1
39. CN(C)CCCCOc1ccccc1-c1ccccc1
40. CN(C(=O)CSc1cc(Cl)ccc1Cl)C1CCS(=O)(=O)C1 (stereo unspecified)
41. Cc1cccc(N2CCN(S(=O)(=O)c3c(C)[nH]c(=O)[nH]c3=O)CC2)c1C
42. O=C(CCc1ccccc1)NCc1ccc2c(c1)OCO2
43. O=C(NCC(=O)N(Cc1ccccc1)C(C(=O)NC1CCCC1)c1ccncc1)c1ccco1 (stereo unspecified)
44. Cc1sc2nc(CN(CCc3ccccc3)C(=O)c3ccco3)[nH]c(=O)c2c1C
assay / compound	37	38	39	40	41	42	43	44
IDH1 R132H inh	2%	2%	12%	2%	-14%&3%	-17%	3%	8%
TRHR PAM	-4	-7	-1	x	0&-5	0	5	1
TrxR1 inh	-2%	-8%	8%	1%[57.1 µM]	13%[57.1 µM]	15%	-2%	10%
TRHR agonist	-0.1	-0.4	1.1	x	0.2&-0.1	-0.2	-0.1	-0.8
USP1-UAF1 inh	-16%	-13%	-6%	2%	-10%&-7%	-5%	-10%	-10%
D2 antagonist	-9	5	71*	x	-17	-7	-9	3
TrxR1 substrate	-8%	-4%	4%	3%[57.1 µM]	-4%[57.1 µM]	0%	13%	-1%
Pin1 inh	-12%	-1%	-11%	7%	0%&1%	-11%	-5%	-1%
D2 agonist	0.2	0.3	4.1	x	-0.2&-0.5	-0.1	0.7	-0.3
